GLP1R ag: GLP-1 receptor (human) agonism; Potency, µM (highest dose often 45.6 µM), for the others: top-dose activation, hits mostly activators; 380,000 compounds, 0.007% hits; P43220; HEK293 GLP-1R CRE-luciferase, luminescence, 4-6 h; cells express a hypersensitive GLP-1R form; also: potency is read from the fitted curve at half-maximal effect; % of control where 0% means no effect
Target sequence (P43220 whole entry, looked up): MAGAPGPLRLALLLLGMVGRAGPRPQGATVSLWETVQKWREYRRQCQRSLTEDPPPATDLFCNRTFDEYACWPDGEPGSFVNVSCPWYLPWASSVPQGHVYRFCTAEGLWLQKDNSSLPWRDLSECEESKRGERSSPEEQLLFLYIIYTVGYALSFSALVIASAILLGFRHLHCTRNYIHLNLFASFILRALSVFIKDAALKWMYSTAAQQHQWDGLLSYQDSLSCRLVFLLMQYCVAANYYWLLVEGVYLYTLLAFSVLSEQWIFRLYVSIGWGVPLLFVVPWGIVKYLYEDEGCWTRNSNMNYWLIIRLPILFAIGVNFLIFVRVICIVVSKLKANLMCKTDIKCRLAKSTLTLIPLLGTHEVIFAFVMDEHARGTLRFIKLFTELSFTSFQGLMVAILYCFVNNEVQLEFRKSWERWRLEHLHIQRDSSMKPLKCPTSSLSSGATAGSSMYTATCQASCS
D3 antag: antagonists of human D3 dopamine receptor; P35462; AID 652054; 360,000 compounds, 2.5% hits; max response, negative = inhibition, %; D3R cells, DiscoveRx beta-arrestin luminescence, antagonist mode; hits give low values; in the data active = max response below about -50%; inconclusive = no clear call, values can overlap the other calls; also: % is scaled to controls: 0 for no effect and ±100 for the full control effect; mostly tested at two doses, the higher about 12 µM
Target sequence (P35462 whole entry, looked up): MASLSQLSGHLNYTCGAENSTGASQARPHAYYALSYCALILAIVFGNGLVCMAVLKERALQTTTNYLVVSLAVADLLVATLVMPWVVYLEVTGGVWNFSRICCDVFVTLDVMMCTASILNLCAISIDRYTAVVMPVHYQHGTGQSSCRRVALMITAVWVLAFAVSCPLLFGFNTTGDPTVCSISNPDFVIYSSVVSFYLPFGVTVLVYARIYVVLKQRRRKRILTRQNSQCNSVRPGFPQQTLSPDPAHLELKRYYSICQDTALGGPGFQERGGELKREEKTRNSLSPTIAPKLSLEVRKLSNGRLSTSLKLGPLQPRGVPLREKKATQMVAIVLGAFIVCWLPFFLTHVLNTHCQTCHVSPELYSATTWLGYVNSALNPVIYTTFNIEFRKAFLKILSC
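Cells plated overnight at 1500 cells/well, then exposed to library compounds with dopamine controls for 90 minutes at 37 degrees C. DiscoveRx reagent added for 30–60 minutes at room temperature; luminescence read, quantitative HTS format.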
TDP43 rescue: inhibitors of TDP-43 toxicity in yeast. TDP-43 expressing yeast growth rescue, BacTiter-Glo, 24 h. Potency, µM (doses to about 46.1 µM), without a hit: at the highest dose growth rescue (activation), most hits filed as activators. 410,000 compounds, 1.8% hits. AID 652104; also: potency is read from the fitted curve at half-maximal effect; % of control where 0% means no effect; nearly all actives have a fitted effect of over 50% in size
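Luminescence from BacTiter-Glo reports growth of TDP-43-expressing yeast after 24 hr at 30 deg C with compound. Cells were raffinose-pregrown to mid-log, then seeded in galactose medium at OD600=0.02.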
GLP-1R inv ag: GLP-1 receptor (human) inverse agonism; HEK293 GLP-1R CRE-luciferase, luminescence, 24 h; GLP-1R form is constitutively active; Potency, µM (titrated, usually from 38.3 µM), without a hit: top-dose activity change, negative = inhibition, most hits filed as inhibitors; 410,000 compounds, 1.6% hits; also: potency is read from the fitted curve at half-maximal effect; % is scaled to controls: 0 for no effect and ±100 for the full control effect; nearly all actives have a fitted effect of over 55% in size
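Inverse agonism was detected as reduced cAMP-driven luciferase luminescence after 24 h compound treatment. The cells were HEK293 clones expressing constitutively active human GLP-1R with the reporter. Reporter-only and GPR119 cell lines served as counterscreen controls.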
Akt phos inh: Akt phosphorylation inhibition; Neuro2A IGF-stimulated pAkt S473 HTRF, 20 min; hits give low values; activity change, % for hits at 50 µM; 360,000 compounds, 0.32% hits; in the data active = activity change below about -80%; inconclusive = mostly about -51% to -80%; also: % is scaled to controls: 0 for no effect and ±100 for the full control effect
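Neuro2A cells (4,500/well, DMEM with 0.5% FBS) were treated with compound at a single 50 µM final concentration, stimulated with 6 nM IGF for 20 min at 37 °C, and lysed. Phospho-Akt Ser473 was read by HTRF as 665/615 ratio ×10^4.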
Abeta yeast res: compounds reversing amyloid beta toxicity in yeast. yeast expressing A-beta42, growth rescue, OD600, 48 h; response scale: 0% DMSO, 100% iron-clioquinol control. Potency, µM (series often up to 46.1 µM), for inactives: top-dose growth rescue, most hits filed as activators. 410,000 compounds, 0.063% hits; also: potency is read from the fitted curve at half-maximal effect; nearly all actives have a fitted effect of over 55% in size
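Yeast growth medium received pinned compounds, then yeast cells expressing toxic A-beta were added; plates incubated at 30 C for 48 hr. Growth read as absorbance at 600 nm, normalized to DMSO and equimolar FeCl3 plus clioquinol controls.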
PTHR1 agonist: PTHR1 (human) receptor agonism | HEK293 GP2 PTHR1 cells, GloSensor cAMP luminescence, 1 h | Potency, µM (top dose mostly 115 µM), for inactives: at the top dose activation, usual class: activators | 410,000 compounds, 0.075% hits | AID 743266; also: potency is read from the fitted curve at half-maximal effect; nearly all actives have a fitted effect of over 55% in size; some results filed as inactive show a strong effect at the top dose; inactives centre near -15; many of its hits are not listed in these tables
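HEK-293-derived GP2 cells expressing PTHR1 and a GloSensor cAMP reporter, 3,000/well, plated overnight, given luciferin plus IBMX (each 0.5 mM as added) for 1 h at 37 °C, then compound for 1 h at 37 °C. Luminescence was read after 15 min at room temperature.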
aSyn rescue: inhibitors of alpha-synuclein toxicity in yeast; 370,000 compounds, 0.14% hits; Yeast expressing alpha-synuclein, growth rescue, BacTiter-Glo, 24 h; Potency, µM (highest dose often 46.1 µM), without a hit: top-dose growth rescue (activation), hits mostly activators; AID 652106; also: potency is read from the fitted curve at half-maximal effect; % of control where 0% means no effect; nearly all actives have a fitted effect of over 65% in size
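Rescue of yeast growth: cells expressing toxic alpha-synuclein, induced in galactose at OD600 0.02, incubated with compound 24 h at 30 C. ATP luminescence quantified growth; inhibitors of toxicity appear as activators.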
FUS yeast rescue: rescues growth of FUS-expressing yeast. Potency, µM (highest dose often 76.6 µM), inactives show top-dose growth rescue (activation), most hits filed as activators. AID 1347120. 390,000 compounds, 0.24% hits. S. cerevisiae FUS-expressing, growth rescue, OD600, 24 h;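 also: potency is read from the fitted curve at half-maximal effect; plate controls were DMSO vehicle for no effect and reference control for full effect; nearly all actives have a fitted effect of over 55% in size; some results filed as inactive show a strong effect at the top dose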
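Quantitative HTS measuring growth restoration of FUS-toxic yeast. Galactose-induced cells (OD 0.005) were exposed 24hr at 30C to compounds at several concentrations, then absorbance at 600 nm was recorded.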
The depositor's hits bear a star; i = inactive; ? = inconclusive; · = not tested or not shown; & = joins results of further samples; [ ] = another dose, or the depositor's remark. Unless noted, calls follow the shape of the dose curve; as a rule, active = well fitted curve in the direction sought with a large enough effect; inconclusive = small, poorly fitted or top-dose-only effect, or another doubt; inactive = no such curve, though single readings can be large; an effect the other way counts as inactive or inconclusive.

SMILES	GLP1R ag	D3 antag	TDP43 rescue	GLP-1R inv ag	Akt phos inh	Abeta yeast res	PTHR1 agonist	aSyn rescue	FUS yeast rescue
O=C(CSc1nc2ccccc2c(=O)n1-c1ccccc1)c1c[nH]c2ccccc12	16%	-1	0%	-29%	i	-3%	-9%	-2%	7%
CC1CCc2c(sc3nc(CSc4nnnn4C)[nH]c(=O)c23)C1 (stereo unspecified)	4%	12	-1%	34%[activator]	i	-2%	i	2%	12%
COc1ccc(CNC(=O)c2ccc(N(C)S(=O)(=O)c3ccc(C)cc3)cc2)cc1	17%	-11	5%	?	i	3%	i	6%	·
COc1ccc(-c2coc3cc(OC(C)=O)c(OC)cc3c2=O)cc1	3%	0	?	27%	i	-8%	-44%[inhibitor]	-1%	-19%
Cc1ccc(NC(=O)c2oc3ccc(S(=O)(=O)N(C)C4CCCCC4)cc3c2C)c(C)c1	·	·	16%	7%	·	-7%	-52%[inhibitor]	·	11%
COc1ccc(C(=O)N/C(=C\c2cn(S(=O)(=O)N(C)C)c3ccccc23)C(=O)NCCN2CCOCC2)cc1OC	3%	9	5%	8%	i	14%	i	16%	11%
Cc1ccccc1N1CCN(c2ncnc3scc(-c4cccs4)c23)CC1	1%	30	10%	?	i	-9%	-16%[57.5 µM]	4%	17%
Cc1ccc(S(=O)(=O)Nc2ccccc2-c2nc3ccccc3[nH]c2=O)cc1	6%	-12	3%	?	i	-14%	-21%	-7%	-8%
CCCOC(=O)C1=C(C)NC2=C(C(=O)CCC2)C1c1ccc(N(C)C)cc1 (stereo unspecified)	-4%	0	5%	3%	i	4%	i	3%	-6%
CCCCN(C(=O)CCCc1nc2ccccc2c(=O)[nH]1)c1c(N)n(CCCC)c(=O)[nH]c1=O	0%	0	19%	7%	i	15%	i	-4%	18%
CC1CC(=O)C2=C(C1)OC(N)=C(C#N)C2c1coc2ccccc2c1=O (stereo unspecified)	7%	-22	-22%	0%	i	12%	13%[57.5 µM]	5%	11%
CC1CCc2c(nc3ncnn3c2NCCN(C)C)C1 (stereo unspecified)	0%	?	-25%[9.22 µM]	20%	i	-6%	-8%	-4%	16%
CC(=O)c1ccc(N2CCN(C(=O)/C=C/c3ccc(S(=O)(=O)N4CCOCC4)cc3)CC2)cc1	1%	17	-21%	13%	i	-13%	-67%	4%	3%
CN(C(=O)COC(=O)c1cc[n+]([O-])cc1)c1ccccc1	-1%	24	0%	25%	i	3%	-29%	0%	-13%
CC(C)C(=O)Nc1cccc(NC(=O)c2ccc([N+](=O)[O-])cc2Cl)c1	-7%	7	-11%	2%	i	-5%	i	-6%	·
Cc1nn(C(C)C(=O)Nc2ccccc2C(F)(F)F)c(=O)c2c1sc1ccccc12 (stereo unspecified)	·	·	-1%	2%	·	-19%	?	·	-15%
Cc1cc(F)ccc1S(=O)(=O)N1CCCOC1CNC(=O)C(=O)NC1CCCCC1 (stereo unspecified)	-2%	-5	-2%	7%	i	4%	i	-3%	13%
NC(CO)c1csc(NC(=O)Nc2ccccc2Cc2ccccc2)n1 (stereo unspecified)	7%	12	11%	?	i	1%	i	4%	-7%
COc1cccc(/C=N/N2CCN(C3c4ccccc4-c4ccccc43)CC2)c1O	-4%	14	-27%	?	i	-9%	-4%	-24%	-24%
Cc1ccccc1-c1nnc(CN2CCN(C(=O)c3ccco3)CC2)o1	9%	1	-11%	0%	i	-16%	-19%	6%	-31%
Cc1ccc(-n2nc3ccc(NC(=O)c4cc5ccccc5o4)cc3n2)cc1	·	·	16%	10%	·	-8%	i	·	-13%
O=C(Nc1ccc2oc(-c3cccnc3)nc2c1)c1cc2ccccc2o1	10%	48	?	26%	i	0%	-4%[57.5 µM]	-7%	4%
CC(C)=CC(=O)OCC(=O)Nc1ccc(Cl)cc1	-5%	-21	?	-7%	i	-16%	i	-21%	-2%
CC(OC(=O)Cc1coc2cc3c(cc12)CCC3)C(=O)NCc1ccc2c(c1)OCO2 (stereo unspecified)	-1%	16	-4%	-5%	i	1%	-9%[57.5 µM]	-8%	-14%
Cc1cnc(C(=O)OCC(=O)N2C(C)CCCC2C)cn1 (stereo unspecified)	-6%	3	4%	-1%	i	-4%	-28%	-2%	-17%

Single records, as listed above. Screens in order: GLP1R ag, D3 antag, TDP43 rescue, GLP-1R inv ag, Akt phos inh, Abeta yeast res, PTHR1 agonist, aSyn rescue, FUS yeast rescue
COc1ccc(C(=O)N/C(=C\c2cn(S(=O)(=O)N(C)C)c3ccccc23)C(=O)NCCN2CCOCC2)cc1OC in the list: 3%, 9, 5%, 8%, i, 14%, i, 16%, 11%
CC1CC(=O)C2=C(C1)OC(N)=C(C#N)C2c1coc2ccccc2c1=O (stereo unspecified) in the list: 7%, -22, -22%, 0%, i, 12%, 13%[57.5 µM], 5%, 11%

Next records:
SMILES	GLP1R ag	D3 antag	TDP43 rescue	GLP-1R inv ag	Akt phos inh	Abeta yeast res	PTHR1 agonist	aSyn rescue	FUS yeast rescue
O=C(CSc1nnc(-c2ccccc2Br)o1)Nc1cccc2ccccc12	-7%	13	9%	25%	i	9%	i	-1%	8%
Cc1ccccc1C(=O)NC(=S)Nc1ccccc1C(=O)O	1%	-4	-3%	6%	i	0%	12%	-10%	22%
Cc1cc(=O)oc2cc(OCC(=O)NC3CC(C)(C)NC(C)(C)C3)ccc12	-1%	2	2%	20%	i	-3%	0%	0%	0%
Cc1ccc(C(=O)NCc2ccc3c(c2)CCN3C(=O)c2ccc(C)cc2)cc1	·	·	2%	-17%	·	-11%	-25%	·	34%
COc1ccc(CCN2C(=O)c3oc4ccc(F)cc4c(=O)c3C2c2ccc(C(C)(C)C)cc2)cc1 (stereo unspecified)	·	·	9%	12%	·	6%	i	·	-17%
CCc1ccc(Oc2c(C(F)(F)F)oc3c(CN4CCN(C)CC4)c(O)ccc3c2=O)cc1	-8%	·	-22%	15%	·	-20%	-58%[inhibitor]	-5%	0%
CCn1ncc(C2=NOC(C(=O)Nc3c(C)n(C)n(-c4ccccc4)c3=O)C2)c1C (stereo unspecified)	0%	0	20%	-7%	i	15%	i	-2%	-22%
O=C(NCCOc1ccccc1Cl)c1ccc2c(c1)S(=O)(=O)c1cc(Cl)ccc1C2=O	0%	-8	15%	11%	i	7%	i	-1%	18%
COCCn1c(=O)[nH]c2cc(C(=O)Nc3cc(OC)c(OC)c(OC)c3)ccc2c1=O	8%	21	1%	5%	i	7%	-6%	3%	19%
C=CCC[C@@H](Cc1ccc(F)cc1)C(=O)OC[C@@H](NC(=O)[C@H](CC=C)CC(=O)NCCO)C(C)(C)C	0%	24	6%	?	i	0%	-19%	2%	13%
Cc1ccccc1OCc1nc(C#N)c(N2CCCC2)o1	7%	4	14%	2%	i	-2%	i	11%	-4%
NS(=O)(=O)c1ccc(CNC(=O)/C=C/c2cccc(Cl)c2)cc1	1%	7	10%	1%	i	30%	i	6%	·
O=c1[nH]c(C2CCN(S(=O)(=O)c3ccc4c(c3)OCCO4)CC2)nc2c1nnn2Cc1cccc(F)c1	24%	-28	-24%	26%	i	-4%	-16%	-3%	?
CC(C)(C)NC(=O)COC(=O)c1cncc(Br)c1	-1%	4	8%	5%	i	21%	i	-1%	-15%
Cc1ccc(NC(=O)N2CCc3ccccc3C2)c(C)c1	1%	-15	-1%	2%	i	10%	i	-2%	1%
O=C(COC(=O)c1c[nH]c2ccccc12)NCc1ccccc1	0%	19	9%	-14%	i	8%	i	-1%	-53%
COc1ccc(CC(=O)Nc2ccc(NC(=O)c3ccc(Br)cc3)cc2)cc1OC	1%	-4	8%	44%[activator]	i	13%	i	4%	11%
COCCN1CC(C(=O)NCc2ncccc2C)CCC1=O (stereo unspecified)	-5%	2	4%	3%	i	-9%	i	0%	-4%
COc1ccc(-c2cc(C(=O)OCC(=O)c3ccc(C)c([N+](=O)[O-])c3)c3ccccc3n2)cc1	-13%	-12	-8%	9%	i	-4%	-12%	-3%	15%
CCC(C)(C)n1nnnc1C(c1ccc(F)cc1)N1CCN(C(=O)c2ccco2)CC1 (stereo unspecified)	12%	0	8%	6%	i	4%	-69%[inhibitor]	12%	10%
Cc1cc(=O)oc2cc(NC(=O)c3ccc(OC(F)F)cc3)ccc12	7%	-8	-27%	41%[activator]	i	-21%	-4%	-7%	4%
CC(=O)c1ccc(N2CCCCCC2)c(F)c1	7%	-28	15%	1%	i	4%[9.22 µM]	-16%	3%	-38%
CCSc1nc(-c2ccccc2)nc(C(Cl)Cl)n1	-2%	-10	15%	?	i	-7%	-2%	-6%	-17%
CC(C)c1ccc(C(=O)N2CCN(c3cnn(C)c(=O)c3Cl)CC2)cc1	-1%	-5	28%	11%[7.66 µM]	i	6%	i	-1%	22%
O=C(CSc1ncn[nH]1)N1c2ccccc2Sc2ccccc21	10%	8	-3%	68%[activator]	i	-5%	-11%	5%	24%
CC(C)(C)c1ccc(-c2nc3[nH]c(=O)cc(NC(=O)c4ccco4)n3n2)cc1	-1%	6	-2%	12%	i	-8%	i	0%	28%
COCCN(C(=O)c1cc(OC)c(OC)c(OC)c1)c1c(N)n(Cc2ccccc2)c(=O)[nH]c1=O	2%	-19	-5%	-1%	i	-7%	-10%	0%	7%
Cc1cc(C)n2nc(CNS(=O)(=O)c3ccc(F)cc3)nc2n1	-1%	12	6%&-11%	8%&0%	i	-4%&-15%	2%	0%	16%&-26%
Cc1cc(C)c(NC(=O)c2ccc[n+](Cc3ccc([N+](=O)[O-])cc3)c2)c(C)c1	-3%	-21	22%	-4%	i	2%	i	3%	16%
CCn1c(CCCOc2ccc(Cl)cc2Cl)nnc1SCC(=O)Nc1cc(F)ccc1C	11%	34	18%	11µM*	i	17%	-40%[inhibitor]	?	16%

Only part of the results is shown; count on the stated rates, not on these rows.
